# AmpC inh no detg: blocks E. coli AmpC beta-lactamase in detergent-free assay. actives 0.52% (n = 330,000). Potency, µM (titrated, usually from 57.1 µM), for inactives: top-dose activity change, negative = inhibition, usual class: inhibitors. AmpC nitrocefin hydrolysis, absorbance 480 nm, 0.0001% Triton. P00811. AID 485341;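 further: potency means the concentration at half of the fitted maximal effect; plate controls were no compound for no effect and no enzyme for full effect; nearly all actives have a fitted effect of over 20% in size; some results filed as inactive show a strong effect at the top dose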
# Target sequence (P00811 whole entry, looked up): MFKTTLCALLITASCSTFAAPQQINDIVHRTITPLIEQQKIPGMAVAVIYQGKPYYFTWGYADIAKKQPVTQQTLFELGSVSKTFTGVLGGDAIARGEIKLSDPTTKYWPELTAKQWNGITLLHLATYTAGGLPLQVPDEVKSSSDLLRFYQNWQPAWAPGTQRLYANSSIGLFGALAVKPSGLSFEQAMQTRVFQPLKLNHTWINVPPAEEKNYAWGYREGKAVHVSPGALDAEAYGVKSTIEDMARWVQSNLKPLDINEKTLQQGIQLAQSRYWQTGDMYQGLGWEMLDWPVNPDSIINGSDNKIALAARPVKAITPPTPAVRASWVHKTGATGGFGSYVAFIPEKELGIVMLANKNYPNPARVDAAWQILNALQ
#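 20 mM phosphate pH 7.0 + 0.01% (detergent screen) or 0.0001% Triton X-100; 5.3 nM AmpC reagent; cpd preinc 15 min RT; nitrocefin (800 uM stock) to start; A480 q20 s × 4 min; Activity was normalised to no-enzyme and no-compound control wells.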
# AMA1 RON2 block: inhibitors of Plasmodium falciparum AMA1-RON2 interaction. AlphaScreen AMA1-biotinylated RON2 peptide binding. Potency, µM (series often up to 58.2 µM), inactives show top-dose activity change, negative = inhibition, hits mostly inhibitors. actives 0.2% (n = 360,000);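 further: potency means the concentration at half of the fitted maximal effect; 0% = vehicle wells and -100% = peptide control; nearly all actives have a fitted effect of over 45% in size; some results filed as inactive show a strong effect at the top dose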
#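 AMA1 (3D7) with his tag at 25 nM final met compounds first, then biotinylated RON2 peptide at 25 nM; detection used donor plus acceptor beads, 10 µg/mL apiece, read by AlphaScreen after 30 min at room temperature.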
# HCMV antiviral: human cytomegalovirus inhibition; actives 4.5% (n = 410,000); HFF cells, HCMV-luciferase reporter, 72 h; stronger effect = lower value; activity change, negative = inhibition, % at 57.5 µM; in the data active means activity change below about -60%; inconclusive means no clear call, values can overlap the other calls; inactive means above about -39%
#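 HFF cells seeded 16 h at 37C, treated with compounds, infected with luciferase-reporter HCMV at MOI 1 PFU/cell; luciferase read at 72 h post infection, normalized to buffer-only and Salinomycin controls.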
# Giardia FBPA inh: inhibitors of Giardia lamblia fructose-1,6-bisphosphate aldolase. A8B2U2. purified Giardia FBPA. Potency, µM (titrated, usually from 59.6 µM), inactives show top-dose activity, negative = inhibition, hits mostly inhibitors. actives 0.71% (n = 290,000). AID 2451; further: potency means the concentration at half of the fitted maximal effect; nearly all actives have a fitted effect of over 55% in size
# Target sequence (A8B2U2 whole entry, looked up): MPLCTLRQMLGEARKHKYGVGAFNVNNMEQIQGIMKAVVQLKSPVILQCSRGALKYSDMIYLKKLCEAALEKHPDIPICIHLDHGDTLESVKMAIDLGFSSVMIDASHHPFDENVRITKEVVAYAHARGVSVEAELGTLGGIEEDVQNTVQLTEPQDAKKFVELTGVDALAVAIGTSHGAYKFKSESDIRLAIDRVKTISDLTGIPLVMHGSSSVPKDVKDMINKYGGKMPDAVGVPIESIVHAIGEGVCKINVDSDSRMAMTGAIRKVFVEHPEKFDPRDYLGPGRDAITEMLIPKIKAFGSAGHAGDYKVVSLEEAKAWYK
#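 Giardia FBPA (40 nM reagent) was preincubated 10 min at RT with compound (up to 57.5 uM final), then substrate plus GAPDH/TPI/NAD/arsenate coupling system with diaphorase/resazurin was added; resorufin fluorescence (525/598 nm) was read after 20 min.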
# AmpC inh detg: inhibitors of E. coli AmpC beta-lactamase with detergent. P00811. AmpC hydrolysis of nitrocefin, absorbance 480 nm, 0.01% Triton. Potency, µM (titrated, usually from 114 µM), inactives show at the top dose activity change, negative = inhibition, most hits filed as inhibitors. actives 0.041% (n = 370,000). AID 485294;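 further: potency means the concentration at half of the fitted maximal effect; 0% = no-compound wells and -100% = no-enzyme wells; nearly all actives have a fitted effect of over 25% in size; some results filed as inactive show a strong effect at the top dose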
#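 20 mM phosphate pH 7.0 + 0.01% (detergent screen) or 0.0001% Triton X-100; 5.3 nM AmpC reagent; cpd preinc 15 min RT; nitrocefin (800 uM stock) to start; A480 q20 s × 4 min; Activity was normalised to no-enzyme and no-compound control wells.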
# Sm TGR inh: S. mansoni TGR enzyme inhibition; Q962Y6; purified TGR, DTNB reduction, TNB absorbance 405 nm; Potency, µM (doses to about 114 µM), without a hit: at the highest dose activity change, negative = inhibition, actives largely listed as inhibitors; actives 3% (n = 360,000); AID 485364; further: potency means the concentration at half of the fitted maximal effect; nearly all actives have a fitted effect of over 60% in size
#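 Kinetic colorimetric format: TGR-catalysed, NADPH-driven DTNB reduction monitored via TNB absorbance. Enzyme dispensed at 20 nM; compound exposure 15 min at room temperature before reaction start.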
# Active calls of the source: *; ? = inconclusive; / = not tested or not shown; [ ] = another dose, or the depositor's remark. Unless noted, the call rests on the fitted dose curve; in most records, active means well fitted curve in the direction sought with a large enough effect; inconclusive means small, poorly fitted or top-dose-only effect, or another doubt; inactive means no such curve, though single readings can be large; an effect the other way counts as inactive or inconclusive. Unless noted, on the % scale 0 is the no-effect control and ±100 the full control effect.
nr | molecule | AmpC inh no detg | AMA1 RON2 block | HCMV antiviral | Giardia FBPA inh | AmpC inh detg | Sm TGR inh
1 | CCCCNC(=S)N/N=C/c1ccccc1F | -20% | 34%[activator] | -7 | 1% | -12% | -2%
2 | CCNc1nc(OCCNC(C)=O)nc(N(C)C)n1 | -30% | -22% | 20 | 3% | 0% | 5%
3 | COc1ccc(S(=O)(=O)N2CCC(C(=O)NCCC(=O)NCc3ccccc3OC)CC2)cc1 | 137%[activator] | 8% | 26 | / | 1% | -4%
4 | NC(=O)COC(=O)[C@@H]1CC(O)CN1S(=O)(=O)c1ccc2c(c1)OCCO2 (some centres undefined) | 26% | 1% | -5 | 0% | -9% | -3%
5 | Cn1c(SC2C(=O)CC(C)(C)CC2=O)nnc1-c1ccco1 | -24% | ? | -33 | -12% | -6% | -7%
6 | FC(F)(F)c1cc(C(F)(F)F)c2ccc(N3CCOCC3)nc2n1 | 0% | 10% | 36 | 3% | 2% | -5%
7 | Nc1nc2nc[nH]c2c(=O)[nH]1 | 0% | 8% | / | / | 2% | -8%
8 | CC(C)(C)c1ccc(S(=O)(=O)N2CCN(C(=O)C3=COCCO3)CC2)cc1 | 64%[activator] | 0% | 17 | / | -2% | 8%
9 | Cc1ccc2ncnc(Nc3cccc(C(=O)O)c3)c2c1 | -11% | -3% | -3 | -18% | 1% | -3%
10 | Cc1ccc(C(=O)Nc2cccnc2)cc1Cl | -12% | -6% | 53 | 5% | -14% | 2%
11 | C=CCNS(=O)(=O)c1nc(C)c(Cl)c(C)c1C#N | -13% | -3% | ? | 4% | -4% | 0%
12 | S=C(NCCCN1CCOCC1)N(Cc1ccccc1)Cc1ccccc1 | 137%[activator] | 4% | 11 | 15% | -5% | 1%
13 | O=C(NCc1ccc2c(c1)OCO2)C1CCCN1C(=O)Nc1cccc(F)c1 (centres undefined) | -9% | 7% | 32 | 4% | -11% | 3%
14 | Cc1cccc(N2CCN(C(=O)CN3C(=O)COc4ccc(S(=O)(=O)N5CCC(C)CC5)cc43)CC2)c1C | / | / | 4 | / | -3% | 3%
15 | Fc1ccc(C2N3CCCN23)cc1 (centres undefined) | -11% | -16% | 20 | 7% | 8% | 6%
16 | CCn1cc(C(=O)O)c(=O)c2cc(F)c(N3CCN(C(=S)NC(=O)c4ccc(F)cc4)CC3)cc21 | 22% | 106%[activator] | -27 | ? | 2% | -17%
17 | Cc1ccc(CN2CCN(C/C(Cl)=C/c3ccccc3)CC2CCO)o1 (centres undefined) | 112%[activator] | -4% | -37 | 4% | 7% | -17%
18 | C/C(=N\NC(=O)c1ccc([N+](=O)[O-])cc1)c1cccc([N+](=O)[O-])c1 | -12% | 9% | 45 | 0% | -6% | -9%
19 | Cc1onc(-c2ccccc2Cl)c1C(=O)N1CCN(Cc2ccc3c(c2)OCO3)CC1 | 201%[activator] | 1% | 11 | 8% | -2% | 6%[57.1 µM]
20 | O=C(NC1CCCCCC1)C(Cc1ccccc1)n1cccc1 (centres undefined) | -9% | -7% | 0 | 5% | 2% | -6%
21 | O=C(c1nnc(-c2ccc(Cl)cc2)o1)C1CCCC1 | -41% | 0% | 11 | 1% | -13% | 2%
22 | Cc1cc(Nc2ccc(F)cc2Cl)n2ncnc2n1 | 0% | 35%[activator] | 48 | -8% | -15% | 0%
23 | C=CCn1c(SCC(=O)NCc2ccc3c(c2)OCO3)nnc1-c1cccnc1 | -9% | 8% | -25 | -2% | -6% | -1%
24 | CC(NS(=O)(=O)c1cc2c3c(c1)CCC(=O)N3CCC2)c1ccccc1 (centres undefined) | -34% | 14% | -21 | / | -9% | 2%
25 | Cc1ccccc1CNC(=O)Cc1ccccc1[N+](=O)[O-] | -4% | -7% | 102 | 3% | ? | -22%

# Laid out differently: two of the compounds above.
15) Fc1ccc(C2N3CCCN23)cc1 (centres undefined)
  AmpC inh no detg: -11%
  AMA1 RON2 block: -16%
  HCMV antiviral: 20
  Giardia FBPA inh: 7%
  AmpC inh detg: 8%
  Sm TGR inh: 6%

1) CCCCNC(=S)N/N=C/c1ccccc1F
  AmpC inh no detg: -20%
  AMA1 RON2 block: 34%[activator]
  HCMV antiviral: -7
  Giardia FBPA inh: 1%
  AmpC inh detg: -12%
  Sm TGR inh: -2%

# Further compounds follow.
nr | molecule | AmpC inh no detg | AMA1 RON2 block | HCMV antiviral | Giardia FBPA inh | AmpC inh detg | Sm TGR inh
26 | Cc1ccc(N2CC(C(=O)Nc3cccnc3)CC2=O)cc1Cl (centres undefined) | 3% | -13% | -6 | / | 3% | -10%
27 | Cn1cnc2c(cnn2-c2ccccc2)c1=O | 0% | -2% | 82 | 0% | 5% | 11%
28 | CCc1cccc(C)c1NC(=O)c1cccnc1 | 10% | -4% | -2 | 6% | -2% | -1%
29 | O=C(NC1CCN(Cc2ccccc2)CC1)c1ccc(S(=O)(=O)NCc2ccco2)cc1 | -19% | -8% | -30 | -1% | 5% | 8%
30 | CC(=O)Nc1ccc(Oc2ccc3nc(C)[nH]c3c2)cc1 | -17% | -4% | -11 | 0% | -2% | 6%
31 | FC(F)(F)c1cc(-c2ccccc2)nc(-n2cncn2)n1 | -1% | -9% | -13 | 10% | 4% | 0%
32 | OCC1CCCC(n2cnc3c(=S)nc[nH]c32)O1 (centres undefined) | -10% | 53%[activator] | ? | 4µM* | -4% | -5%
33 | CCSc1nc2ccccc2n1C(=O)Oc1ccccc1 | -11% | -12% | 18 | -2% | ? | 0%
34 | CCOc1ccc(C(C(=O)NC(C)(C)C)N(CCOC)C(=O)CCC(=O)Nc2ccccn2)cc1 (centres undefined) | 45% | 17% | 41 | 10% | -8% | -3%
35 | COc1ccc(/C=N/NC(=O)Nc2cccc3nsnc23)cc1OC | ? | 17% | -37 | -2% | -10% | -8%
36 | CCN(CC)CCn1c(=S)[nH]c2ccccc2c1=O | -6% | 1% | -1 | -6% | ? | 2%
37 | CCC(=O)N/C(N)=N/c1nc(C)c2cc(C)c(C)cc2n1 | -16% | 1% | -8 | -10% | -7% | -9%
38 | COc1cccc(N(CC(=O)NC2CCCCC2)C(=O)CCC(=O)Nc2nc(C)cs2)c1 | 104%[activator] | -9% | 6 | 14% | 6% | -1%
39 | Cc1cc(C)c(C(=O)CSc2nnc(-c3ccccc3Br)o2)cc1C | -26% | -6% | -3 | 9% | -10% | 1%
40 | O=C(Nc1ccc(S(=O)(=O)N2CCCCC2)cc1)c1cccnc1Cl | -15% | 0% | -36 | / | -4% | 3%
41 | O=C(Nc1ccsc1C(=O)N1CCCC1)c1ccccc1 | -19% | -7% | -33 | -1% | ? | -6%
42 | COc1cccc(N2CCN(C(=O)CCn3nc(C)c(S(=O)(=O)N4CCCC4)c3C)CC2)c1 | / | / | -17 | / | 13% | 0%
43 | Cc1sc2c(c1C)c(=O)n(-c1ccc(Cl)cc1)c(=O)n2Cc1cc(=O)n2cc(Br)ccc2n1 | / | / | 10 | / | 8% | 6%
44 | CN(Cc1cn(-c2ccccc2)nc1-c1ccc2c(c1)OCO2)Cc1nccn1C | 201%[activator] | 14% | -28 | 0% | -2% | -3%
45 | O=C(NCCN1CCOCC1)c1cc2ccccc2[nH]1 | -14% | 4% | 0 | -1% | -5% | -8%
46 | COc1cc(/C=N/N(CCO)C2=NS(=O)(=O)c3ccccc32)cc(OC)c1OC | -3% | -5% | 11 | 2% | 1% | 6%
47 | C/C(=N\Nc1ccc([N+](=O)[O-])cc1)c1ccc(-n2nncc2C(C)(C)C)cc1 | -21% | 13% | -15 | 3% | -5% | -15%
48 | O=C(c1ccccc1)N1CCC2(CC1)OCCO2 | -9% | -27% | -6 | 9% | -4% | -1%
49 | COc1ccc(NC(=O)CSc2nnc(C)n2N)cc1S(=O)(=O)N1CCCCC1 | -31% | 21% | -5 | / | 1% | 4%
50 | CC(CN1CCOCC1)(NS(=O)(=O)c1ccccc1)c1ccccc1 (centres undefined) | 1% | -1% | 57 | 2% | -6% | -1%

# Part of the list above with just Sm TGR inh, AmpC inh no detg and AMA1 RON2 block.
No. | mol | Sm TGR inh | AmpC inh no detg | AMA1 RON2 block
34 | CCOc1ccc(C(C(=O)NC(C)(C)C)N(CCOC)C(=O)CCC(=O)Nc2ccccn2)cc1 (centres undefined) | -3% | 45% | 17%
29 | O=C(NC1CCN(Cc2ccccc2)CC1)c1ccc(S(=O)(=O)NCc2ccco2)cc1 | 8% | -19% | -8%
32 | OCC1CCCC(n2cnc3c(=S)nc[nH]c32)O1 (centres undefined) | -5% | -10% | 53%[activator]
37 | CCC(=O)N/C(N)=N/c1nc(C)c2cc(C)c(C)cc2n1 | -9% | -16% | 1%

# Structural class: those above with a furan ring, fused or not
nr | molecule | AmpC inh no detg | AMA1 RON2 block | HCMV antiviral | Giardia FBPA inh | AmpC inh detg | Sm TGR inh
5 | Cn1c(SC2C(=O)CC(C)(C)CC2=O)nnc1-c1ccco1 | -24% | ? | -33 | -12% | -6% | -7%
17 | Cc1ccc(CN2CCN(C/C(Cl)=C/c3ccccc3)CC2CCO)o1 (centres undefined) | 112%[activator] | -4% | -37 | 4% | 7% | -17%
29 | O=C(NC1CCN(Cc2ccccc2)CC1)c1ccc(S(=O)(=O)NCc2ccco2)cc1 | -19% | -8% | -30 | -1% | 5% | 8%

# Continued.
nr | molecule | AmpC inh no detg | AMA1 RON2 block | HCMV antiviral | Giardia FBPA inh | AmpC inh detg | Sm TGR inh
51 | c1ccc(NNC2=NCCS2)cc1 | -11% | ? | -1 | -10% | 1% | 6%
52 | Cc1ccccc1-c1ncc(CN2CCN(C3CCCC3)C(CCO)C2)cn1 (centres undefined) | -12% | 4% | -23 | 4% | 5% | -19%
53 | Cc1ccc(NC(=O)CN(C)C(=O)COC(=O)CNS(=O)(=O)c2ccc(F)c(F)c2F)cc1 | ? | -18% | -8 | / | 0% | -3%
54 | O=C1c2ccccc2C(=O)N1Cc1nc(-c2ccccc2)no1 | -9% | 5% | 19 | 0% | ? | ?
55 | CC(Oc1ccc(Cl)cc1Cl)C(=O)OCn1nnc2ccccc2c1=O (centres undefined) | -20% | -22% | 41 | 0% | ? | 4%
56 | COC(=O)C1=C(c2cccc(C#N)c2)C[C@@H]2CC[C@H]1N2C(=O)NC(C)C | -6% | -3% | 12 | / | 0% | -19%
57 | CCOc1ccc(NS(=O)(=O)c2cc(Br)cc3c2N(C(=O)C2CC2)CC3)cc1 | / | / | -3 | / | 5% | 0%
58 | Cc1oc2cc3oc(=O)c(CC(=O)N4CCCCC4)c(C)c3cc2c1C | / | / | -71* | / | -4% | -4%

# Rows were taken by chance, and some 7.8% of all compounds hit somewhere here.
